Assay outcomes deposited in PubChem BioAssay by The Scripps Research Institute Molecular Screening Center.
PME-1 primary = PME-1 (human) inhibition | recombinant PME-1, FP-Rh probe fluorescence polarization | Q9Y570 | AID 2130 | 320,000 compounds, 0.53% hits | inhibition, % at 5.9 µM;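 active = inhibition above the campaign mean of all compounds plus 3 SD, cut at about 26% in these data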;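 also: competitive labeling of PME-1 active site by serine hydrolase directed probe; 0% = PME-1 with DMSO and 100% = wells lacking PME-1 enzyme; inhibitors block probe labeling so polarization falls and inhibition rises; many of its hits are not listed in these tables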
GSTO1 inh = counter-screen for RBBP9 inhibitors: inhibitors of human GSTO1 | inhibition, % at 5.96 µM | P78417 | 300,000 compounds, 1.1% hits | recombinant GSTO1, activity-based probe fluorescence polarization | AID 1974;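 active = inhibition above the campaign mean inhibition plus 3 SD, cut at about 35% in these data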;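 also: 0% = GSTO1-1 with DMSO and 100% = wells lacking GSTO1-1 enzyme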
Target sequence (P78417 whole entry, looked up): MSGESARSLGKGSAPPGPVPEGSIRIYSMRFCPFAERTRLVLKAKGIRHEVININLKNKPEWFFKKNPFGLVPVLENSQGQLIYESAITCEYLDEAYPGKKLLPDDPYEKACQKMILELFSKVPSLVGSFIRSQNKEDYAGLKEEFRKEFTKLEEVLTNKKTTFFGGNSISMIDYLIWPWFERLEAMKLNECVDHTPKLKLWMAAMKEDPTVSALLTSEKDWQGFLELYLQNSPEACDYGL
PAFAH2 FP inh = PAFAH2 (human) inhibition. Q99487. recombinant PAFAH2, FP-rhodamine activity probe, fluorescence polarization. inhibition, % at 3.39 µM. 340,000 compounds, 0.99% hits;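 active = inhibition above the mean over all tested compounds plus 3 SD, cut at about 30% in these data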;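 also: inhibitors block probe labeling of enzyme so polarization drops; 0% = enzyme with DMSO and 100% = wells lacking PAFAH2 protein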
PAD4 inh = PAD4 (human) enzyme inhibition; Q9UM07; recombinant PAD4, RCA probe fluorescence polarization; inhibition, % at 6.36 µM; 330,000 compounds, 0.41% hits; AID 485272;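 active = percent inhibition above a cutoff equal to the mean of all tested compounds plus 3 SD, cut at about 15% in these data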;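 also: 0% = PAD4 with RCA probe and DMSO and 100% = probe without PAD4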
PAFAH1B3 inh = blocks human PAF acetylhydrolase 1B catalytic subunit 3; Q15102; inhibition, % at 3.39 µM; 340,000 compounds, 0.28% hits; recombinant PAFAH1B3, FP-rhodamine probe, fluorescence polarization; AID 492972;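 active = inhibition above the screen-wide average of all tested compounds plus 3 SD, cut at about 25% in these data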;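 also: 0% = enzyme with DMSO only and 100% = wells lacking PAFAH1B3 protein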
PAFAH1B2 FP inh = blocks human PAF acetylhydrolase 1b catalytic subunit 2. recombinant PAFAH1B2, FP-rhodamine activity probe, fluorescence polarization. inhibition, % at 3.39 µM. 340,000 compounds, 1.2% hits. AID 492953;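 active = inhibition above the mean of all tested compounds plus 3 SD, cut at about 24% in these data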;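 also: 0% = enzyme with DMSO and 100% = wells lacking PAFAH1B2; many of its hits are not listed in these tables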
Target sequence (P68402 whole entry, looked up): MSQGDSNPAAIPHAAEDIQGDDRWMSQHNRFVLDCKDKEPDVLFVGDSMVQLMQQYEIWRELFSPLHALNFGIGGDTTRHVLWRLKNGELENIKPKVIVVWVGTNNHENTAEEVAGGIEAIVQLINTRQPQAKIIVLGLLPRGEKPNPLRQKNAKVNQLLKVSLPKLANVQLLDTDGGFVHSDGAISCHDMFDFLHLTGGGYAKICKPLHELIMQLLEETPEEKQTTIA
LYPLA2 inh = counter-screen for PME1 inhibitors: inhibitors of human LYPLA2; recombinant LYPLA2, FP-Rh probe fluorescence polarization; inhibition, % at 5.9 µM; 320,000 compounds, 0.38% hits;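 active = inhibition above the screen-wide mean plus 3 SD, limit set per campaign, cut at about 26% in these data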;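 also: 0% = LYPLA2 with DMSO and 100% = wells lacking LYPLA2 enzyme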
pPAFAH inh = inhibitors of human plasma PAF acetylhydrolase (pPAFAH); 330,000 compounds, 1.5% hits; recombinant pPAFAH, FP-rhodamine probe fluorescence polarization; Q13093; inhibition, % at 3.39 µM;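 active = inhibition above the mean inhibition across the screen plus 3 SD, cut at about 25% in these data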;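 also: inhibitors block binding of the rhodamine activity-based probe so polarization drops; 0% = enzyme with DMSO and 100% = wells lacking pPAFAH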
Target sequence (Q13093 whole entry, looked up): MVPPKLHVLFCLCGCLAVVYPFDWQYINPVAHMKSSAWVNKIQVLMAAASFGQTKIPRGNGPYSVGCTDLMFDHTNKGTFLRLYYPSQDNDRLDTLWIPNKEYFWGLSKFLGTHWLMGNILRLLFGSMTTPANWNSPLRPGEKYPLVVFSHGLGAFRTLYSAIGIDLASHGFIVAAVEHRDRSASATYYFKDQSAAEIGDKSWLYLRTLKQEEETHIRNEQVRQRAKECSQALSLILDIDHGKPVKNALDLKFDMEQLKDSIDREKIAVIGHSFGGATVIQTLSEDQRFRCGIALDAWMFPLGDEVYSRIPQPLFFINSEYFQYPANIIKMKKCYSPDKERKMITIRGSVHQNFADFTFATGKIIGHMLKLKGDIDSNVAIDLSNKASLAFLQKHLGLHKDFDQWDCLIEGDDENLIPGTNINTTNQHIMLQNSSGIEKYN
LYPLA1 inh = blocks human lysophospholipase 1, a PME1 counter-screen. 320,000 compounds, 0.16% hits. inhibition, % at 5.9 µM. recombinant LYPLA1, FP-Rh probe fluorescence polarization;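 active = inhibition above the mean of all tested compounds plus 3 SD, set per campaign, cut at about 14% in these data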;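 also: inhibitors block serine hydrolase probe labeling of LYPLA1 so polarization falls; 0% = enzyme with DMSO and 100% = wells lacking LYPLA1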
The depositor's hits bear a star; / = not tested or not shown.

mol | PME-1 primary | GSTO1 inh | PAFAH2 FP inh | PAD4 inh | PAFAH1B3 inh | PAFAH1B2 FP inh | LYPLA2 inh | pPAFAH inh | LYPLA1 inh
O=C(Nc1nnc(C2=COCCO2)o1)c1ccc(S(=O)(=O)N2CCCCC2)cc1 | 4 | 3 | 3 | 0 | 5 | 10 | 1 | 5 | 0
CCOC(=O)c1sc(NC(=O)CSc2nnnn2-c2ccc(C)c(C)c2)nc1C | 0 | 1 | -15 | -1 | -2 | 1 | 5 | -1 | 0
Cc1csc(SCC(=O)Nc2nc3ccccc3s2)n1 | -6 | 7 | 5 | -1 | 4 | -1 | 0 | -6 | -4
CC(=O)NC12CC3CC(C1)CC(C(=O)OCC(=O)c1ccc4c(c1)OCCO4)(C3)C2 | -1 | 2 | 7 | 0 | 6 | -3 | 0 | 1 | -1
NC(=O)N1CCc2ccccc21 | -2 | 31 | 8 | 2 | 6 | 3 | 4 | 4 | 0
Cc1ccc(-c2noc(CCCOc3ccc(Cl)cc3Cl)n2)cc1 | 0 | 4 | -14 | 2 | 1 | 1 | -1 | 0 | -1
O=C(c1ccc(F)cc1)c1cn(Cc2ccc(F)cc2)c2cc3c(cc2c1=O)OCCO3 | 2 | 3 | 2 | -1 | 11 | -2 | -4 | 10 | -2
Cc1ccccc1NC(=O)CSc1nnc(-c2ccco2)n1N | -6 | -14 | 4 | -7 | 5 | -2 | -7 | -3 | -1
Cc1cc(/C=C\c2ccccc2)nc2ccccc12 | 3 | -2 | -1 | -3 | 0 | 6 | -5 | 1 | -1
COC(=O)c1cc(NC(=O)/C=C/c2ccccc2)ccc1O | -6 | -8 | / | -4 | / | / | -8 | -2 | -4
COc1ccc(-c2nn(C)c(=O)c3ccccc23)cc1NC(=O)Cn1nc(-c2ccccc2)c2ccccc2c1=O | -27 | -42 | -16 | -12 | -19 | -4 | -36 | -14 | -18
CCOC(=O)c1cnc(-c2ccccc2)nc1Oc1ccc(OC)cc1 | -5 | 0 | -1 | 0 | 3 | 0 | 3 | 3 | -2
Cc1ccc(C)c(NC(=O)CCN2CCC(C)CC2)c1 | 1 | 0 | -8 | -3 | 0 | 0 | 7 | 2 | 3
CCOC(=O)c1csc(NC(=O)c2ccc(N3C(=O)CCC3=O)cc2)n1 | -2 | 18 | -3 | -1 | 7 | -1 | 1 | 5 | -3
CCN1CCCC1CNC(=O)CCc1nnc(CCC2CCCCC2)o1 (stereo not given) | 5 | 3 | 10 | -3 | -1 | 1 | 7 | 4 | -5
O=C(CSc1ccsc1[N+](=O)[O-])NCc1ccco1 | 7 | 8 | 13 | 3 | -3 | 2 | 6 | 3 | -4
CC1CCCCC1NC(=S)Nc1ccc(Cl)cc1Cl (stereo not given) | 2 | -2 | 7 | -1 | 7 | -2 | -2 | 1 | -3
COCCn1c(=O)[nH]c2cc(C(=O)NCCN3CCN(c4ccc(OC)cc4)CC3)ccc2c1=O | -7 | -2 | -3 | 7 | 12 | 7 | 2 | -6 | -4
CC1Cn2c(nnc2-c2cccs2)S1 (stereo not given) | -1 | 2 | 1 | -2 | 1 | 1 | -4 | 1 | -2
CN(C)CCN(C(=O)c1ccc2c(c1)OCCO2)c1nc2cc3c(cc2s1)OCO3 | -9 | 2 | -3 | -2 | 8 | -1 | 1 | 3 | -3
Cc1nn(-c2ccccc2)c(C)c1C(=O)OCC(=O)Nc1cccc(S(N)(=O)=O)c1 | -8 | / | 1 | 5 | 15 | -2 | 4 | -1 | 2
COc1ccccc1/C=C/C(=O)OCCN1CCOCC1 | 2 | 1 | 0 | 1 | 13 | 3 | -6 | 2 | -4
O=C(NC1CCN(C(=O)Nc2cccc(F)c2)CC1)C1CCCCC1 | -6 | -2 | -7 | 7 | 5 | -1 | 9 | -6 | 1
O=C(O)c1cccc(S(=O)(=O)NNc2ccccc2C(F)(F)F)c1 | -9 | 6 | 6 | 8 | 2 | 4 | -1 | 4 | -4
CCOc1ccc(C(=O)CC(=O)C(=O)NCCc2ccc(OC)c(OC)c2)cc1 | 0 | 2 | -6 | 1 | 11 | 3 | 2 | 5 | 1
COC(=O)CNC(=O)c1ccc(OC2CCN(C(=O)C3CC3)CC2)cc1 | -3 | 18 | 11 | -1 | 11 | 4 | 7 | 5 | 2
O=C(/C=C/c1ccc(Cl)cc1Cl)NCc1ccncc1 | -1 | 5 | 3 | -1 | 6 | 2 | 3 | 0 | -4
O=C(NC1CCN(Cc2ccccc2)CC1)C1CCCN(S(=O)(=O)c2cccc3nonc23)C1 (stereo not given) | 1 | 5 | -1 | -9 | 1 | 3 | 4 | 0 | 6
N[C@@H](Cc1cc(I)c(Oc2cc(I)c(O)c(I)c2)c(I)c1)C(=O)O | -24 | 22 | / | -3 | / | / | 1 | 44* | -3
CN(Cc1ccc(OC(F)F)cc1)C(=O)c1ccc2c(=O)n3c(nc2c1)CCC3 | 1 | 1 | -2 | -3 | 1 | 4 | -5 | 5 | -1
Cc1nc2ccccn2c1C(=O)C(=O)Nc1cc(F)ccc1F | 0 | -3 | 5 | -2 | 0 | 1 | 3 | 0 | 2
COc1cc(C2NC(=O)NC(C)=C2C(=O)OC(C)C)ccc1OC(=O)c1ccco1 (stereo not given) | 1 | -18 | 6 | -6 | 6 | 10 | 2 | -1 | -3
CCCc1cc(=O)[nH]c(SCC(=O)N2CC3(C)CC2CC(C)(C)C3)n1 (stereo not given) | 1 | / | 36* | 1 | 7 | 22 | 3 | 1 | 1
Clc1ccc(NCc2ccsc2)cc1 | 0 | -1 | / | -4 | / | / | -4 | 4 | 1
Cc1ccc2nc(-c3ccc(NC(=O)CSCC(=O)O)cc3)sc2c1 | -2 | -13 | 4 | 2 | 2 | 6 | -4 | 22 | -1
Cc1ccsc1C1Nc2ccc3ncccc3c2C2=C1C(=O)CC(C)(C)C2 (stereo not given) | 17 | -2 | -2 | -5 | -1 | 8 | 11 | 4 | 16*
CCOc1ccc(NC(=O)CC2C(=O)N(c3ccc(OC)cc3)C(=S)N2Cc2ccccn2)cc1 (stereo not given) | 3 | 9 | 2 | -2 | 9 | 0 | -4 | 9 | 0
O=c1[nH]cnc2ccccc12 | 0 | 4 | 1 | 2 | -10 | -4 | 3 | 1 | 1
CSc1ccc(CN(C)CC(=O)Nc2ccccc2Br)cc1 | 4 | -6 | 2 | 6 | 5 | 1 | -4 | 5 | -4
Cc1ccc(NC(=O)CSc2cccc[n+]2[O-])c([N+](=O)[O-])c1 | 2 | 0 | -8 | -3 | 0 | 1 | 1 | 2 | 1

Marked active in PAFAH2 FP inh, among the entries above:
structure	PME-1 primary	PAFAH2 FP inh	PAD4 inh	PAFAH1B3 inh	PAFAH1B2 FP inh	pPAFAH inh
CCCc1cc(=O)[nH]c(SCC(=O)N2CC3(C)CC2CC(C)(C)C3)n1 (stereo not given)	1	36*	1	7	22	1

Back to the main list, starting three compounds before the break.
canonical_smiles,PME-1 primary,GSTO1 inh,PAFAH2 FP inh,PAD4 inh,PAFAH1B3 inh,PAFAH1B2 FP inh,LYPLA2 inh,pPAFAH inh,LYPLA1 inh
O=c1[nH]cnc2ccccc12,0,4,1,2,-10,-4,3,1,1
CSc1ccc(CN(C)CC(=O)Nc2ccccc2Br)cc1,4,-6,2,6,5,1,-4,5,-4
Cc1ccc(NC(=O)CSc2cccc[n+]2[O-])c([N+](=O)[O-])c1,2,0,-8,-3,0,1,1,2,1
CCOC(=O)c1[nH]c2ccccc2c1NC(C)=O,3,-2,1,-2,0,12,1,-1,0
CSc1nsc(SCC(=O)Nc2cc(C(=O)O)ccc2C)n1,1,0,2,-2,2,3,-1,-3,1
CCCCOc1ccccc1C1CC(=O)NC2=C1C(=O)CCC2 (stereo not given),-1,-6,-3,-8,7,4,-3,4,0
C/C=C/COC(=O)C1=C(C)NC(=O)NC1c1ccc2c(c1)OCO2 (stereo not given),-3,-16,4,0,3,7,5,1,0
C=CCCCCCCCCc1nc(SCC(=O)O)n[nH]1,4,9,-5,2,0,9,3,1,4
CC(=O)Nc1ncc2c(n1)CC(c1ccco1)CC2=O (stereo not given),-1,3,3,2,7,6,0,8,1
CCc1ccc(N2CC(C)Cn3c2nc2c3c(=O)[nH]c(=O)n2C)cc1 (stereo not given),5,9,6,1,0,6,-5,34*,1
CCN(CC)CCCOC(=O)c1ccc(OC)cc1O,-1,-1,2,3,2,-1,8,-1,0
CC1(C)N(O)CC(c2cccs2)=[N+]1[O-],5,2,7,2,2,6,-1,1,1
COc1ccccc1NS(=O)(=O)c1cc(NC(=O)CCNC(C)=O)ccc1C,9,-9,-2,1,2,1,-3,6,-2
CCOc1ccc(N=C2SC(C(=O)O)CC(=O)N2C)cc1 (stereo not given),-3,2,0,-2,7,7,-4,6,-2
CCC(C)(C)n1nnnc1C(c1ccccn1)N1CCN(c2cccc(OC)c2)CC1 (stereo not given),2,5,14,1,3,4,10,0,3
Cc1ccc(OCC(=O)NN=C2C3CC4CC(C3)CC2C4)cc1,5,/,2,2,3,4,9,5,3
Cc1ccccc1-c1nc(P(=O)(c2ccccc2)c2ccccc2)c(N2CCOCC2)o1,-4,0,4,1,-6,5,4,3,2
O=S(=O)(NCc1ccc(F)cc1)c1ccc2c(c1)OCCO2,-4,4,-12,2,1,16,-4,-8,0
CN(C)c1nnnn1Cc1ccccc1,-16,7,3,-9,1,3,0,1,-3
Cc1ccc(S(=O)(=O)NC2CCCCC2)cc1C(=O)N1CCC(C(N)=O)CC1,2,/,5,-6,-3,10,-1,7,1
COC(=O)c1ccccc1NC(=O)C1CCN(S(=O)(=O)c2cc(OC)ccc2OC)CC1,-1,-2,-4,2,8,1,4,1,2
CC(=O)Nc1cccc(NC(=O)c2cc(C)on2)c1,4,-2,4,0,2,5,5,-1,1
CC(C)(CS(=O)(=O)[O-])NC(=O)CC[N+](C)(C)CCO,0,-12,-3,-3,0,-1,5,-3,2
O=C(c1ccc(F)cc1F)N1CCN(S(=O)(=O)c2ccc3c(c2)OCCO3)CC1,0,/,2,-4,3,-1,0,-1,2
CC(C)N(CCCNC(=O)CC1Oc2ccccc2NC1=O)Cc1ccccc1 (stereo not given),1,-2,2,5,8,2,1,1,1
Cn1c(=O)c2ncn(CC(=O)NCCC3=CCCCC3)c2n(C)c1=O,1,-1,7,0,14,7,3,3,1

Laid out differently: 3 of the compounds above.
> COc1ccc(-c2nn(C)c(=O)c3ccccc23)cc1NC(=O)Cn1nc(-c2ccccc2)c2ccccc2c1=O
  PME-1 primary: -27 | GSTO1 inh: -42 | PAFAH2 FP inh: -16 | PAD4 inh: -12 | PAFAH1B3 inh: -19 | PAFAH1B2 FP inh: -4 | LYPLA2 inh: -36 | pPAFAH inh: -14 | LYPLA1 inh: -18
> CC(=O)Nc1ncc2c(n1)CC(c1ccco1)CC2=O (stereo not given)
  PME-1 primary: -1 | GSTO1 inh: 3 | PAFAH2 FP inh: 3 | PAD4 inh: 2 | PAFAH1B3 inh: 7 | PAFAH1B2 FP inh: 6 | LYPLA2 inh: 0 | pPAFAH inh: 8 | LYPLA1 inh: 1
> Cc1ccc(S(=O)(=O)NC2CCCCC2)cc1C(=O)N1CCC(C(N)=O)CC1
  PME-1 primary: 2 | GSTO1 inh: / | PAFAH2 FP inh: 5 | PAD4 inh: -6 | PAFAH1B3 inh: -3 | PAFAH1B2 FP inh: 10 | LYPLA2 inh: -1 | pPAFAH inh: 7 | LYPLA1 inh: 1

Some of the compounds tested, so the mix of outcomes need not match the whole.
